TRHR PAM – allosteric enhancers of human TRH receptor. enhancement, % at 2 µM. P34981. TRHR cells, fluo-8 calcium fluorescence, EC20 TRH enhancement. AID 493056. hit rate 0.66% among 360,000; in the data active = enhancement above about 30%; note: 0% is about no effect
Target sequence (P34981 whole entry, looked up): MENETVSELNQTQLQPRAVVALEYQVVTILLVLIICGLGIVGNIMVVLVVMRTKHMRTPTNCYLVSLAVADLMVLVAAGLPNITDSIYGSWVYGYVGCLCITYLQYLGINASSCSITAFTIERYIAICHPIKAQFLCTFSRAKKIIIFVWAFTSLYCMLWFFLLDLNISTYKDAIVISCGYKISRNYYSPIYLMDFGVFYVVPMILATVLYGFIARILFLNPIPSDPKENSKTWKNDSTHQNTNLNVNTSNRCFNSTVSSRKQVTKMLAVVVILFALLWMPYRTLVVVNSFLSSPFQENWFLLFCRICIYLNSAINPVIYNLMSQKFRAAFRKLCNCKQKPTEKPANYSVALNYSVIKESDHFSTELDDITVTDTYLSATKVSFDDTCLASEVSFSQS
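TRHR-expressing cells loaded with fluo-8 calcium dye were read kinetically (ex 480/em 530) during compound addition, then stimulated with an EC20 of TRH (10 nM final). Enhancement of the Gq-mediated intracellular calcium response was scored.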
D2 antagonist – D2 dopamine receptor (human) antagonism; P14416; hit rate 2% among 340,000; inhibition, % at 10 µM; HEK293 TREx D2 cells, calcium flux, dopamine EC80; in the data active = inhibition above about 30%; note: 0% is about no effect
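Calcium mobilization kinetics were recorded at 1 s intervals in tetracycline-induced HEK293 T-REx D2 cells, first for 180 s after compound addition and then 180 s after EC80 dopamine.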
mIDH1 inhibitor – blocks human mutant IDH1 R132H enzyme | O75874 | IDH1-R132H enzyme, NADPH consumption, diaphorase/resazurin fluorescence | Potency, µM (titrated, usually from 76.6 µM), for inactives: at the top dose activity change, negative = inhibition, hits mostly inhibitors | hit rate 0.093% among 390,000; note: potency is the fitted concentration of half-maximal effect; % is set by controls: 0 for no effect and ±100 for the full control effect; nearly all actives have a fitted effect of over 65% in size
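IDH1-R132H (0.5 ug/mL dispensed) in pH 7.5 Tris buffer was preincubated 30 min with compound, then given a substrate mix of 0.016 mM NADPH and 2 mM alpha-KG for 80 min at room temperature; remaining NADPH was read by diaphorase/resazurin fluorescence.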
D2 ag – D2 dopamine receptor (human) agonism; activation, % at 2 µM; hit rate 0.53% among 340,000; HEK293 T-REx D2 cells, calcium flux agonist mode; AID 485358;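 active = activation over 3 SD above normal in the single-dose calcium agonist read, cut at about 30% in these data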; note: 0% is about no effect
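Tetracycline-induced HEK293 Trex cells with D2 receptor force-coupled to calcium signaling, plated overnight at 30 C and loaded with no-wash calcium dye. Calcium flux read kinetically for 180 s after compound addition; responses flag agonists.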
USP1 inh – inhibitors of human USP1/UAF1 deubiquitinase | O94782 | recombinant USP1/UAF1, Ub-Rhodamine cleavage fluorescence | Potency, µM (highest dose often 57.1 µM), for the others: at the top dose activity change, negative = inhibition, most hits filed as inhibitors | hit rate 0.23% among 390,000; note: potency is the fitted concentration of half-maximal effect; % is set by controls: 0 for no effect and ±100 for the full control effect; nearly all actives have a fitted effect of over 60% in size; inactives centre near -12
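High-throughput fluorogenic screen: 1nM USP1/UAF1 complex, Ub-Rho substrate 150nM final, 50mM HEPES pH 7.8 with 0.5mM EDTA, 0.1 mg/ml BSA, 1mM TCEP and 0.01% Tween-20.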
TrxR1 inh – rat TrxR1 inhibition; recombinant rTrxR1, NADPH fluorescence consumption, selenite substrate; Potency, µM (top dose mostly 114 µM), inactives show at the top dose activity change, negative = inhibition, most hits filed as inhibitors; hit rate 1% among 390,000; AID 588453; note: potency is the fitted concentration of half-maximal effect; % is set by controls: 0 for no effect and ±100 for the full control effect; nearly all actives have a fitted effect of over 65% in size
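Rat TrxR1 (90 nM in the dispensed reagent) was pre-reduced with 400 uM NADPH for 5 min at room temperature, then incubated with compound for 15 min. After 400 uM selenite was added, NADPH fluorescence (Ex 340/Em 450 nm) was followed for 8 min.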
TrxR1 substrate – substrates of rat thioredoxin reductase 1; O89049; Potency, µM (titrated, usually from 114 µM), without a hit: top-dose activity change, negative = substrate turnover; purified TrxR1 substrate turnover, NADPH consumption readout; hit rate 0.01% among 390,000; note: potency is the fitted concentration of half-maximal effect; % is set by controls: 0 for no effect and ±100 for the full control effect; nearly all actives have a fitted effect of over 50% in size
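Rat TrxR1, dispensed at 90 nM, was prereduced with 400 uM NADPH (final) for 5 min at ~22 deg C, then incubated with compound 15 min before 400 uM selenite. A first-read NADPH fluorescence drop versus no-compound background flagged substrates.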
PI4K2A block – inhibitors of human PI4K2A | Q9BTU6 | purified PI4K2A, ADP-Glo luminescence, 1 h; active compounds read low | activity change, negative = inhibition, % at 76.9 µM | hit rate 0.13% among 420,000; in the data active = activity change below about -50%; inconclusive = mostly about -30% to -49%;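 note: -100% = wells without enzyme as full effect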
Target sequence (Q9BTU6 whole entry, looked up): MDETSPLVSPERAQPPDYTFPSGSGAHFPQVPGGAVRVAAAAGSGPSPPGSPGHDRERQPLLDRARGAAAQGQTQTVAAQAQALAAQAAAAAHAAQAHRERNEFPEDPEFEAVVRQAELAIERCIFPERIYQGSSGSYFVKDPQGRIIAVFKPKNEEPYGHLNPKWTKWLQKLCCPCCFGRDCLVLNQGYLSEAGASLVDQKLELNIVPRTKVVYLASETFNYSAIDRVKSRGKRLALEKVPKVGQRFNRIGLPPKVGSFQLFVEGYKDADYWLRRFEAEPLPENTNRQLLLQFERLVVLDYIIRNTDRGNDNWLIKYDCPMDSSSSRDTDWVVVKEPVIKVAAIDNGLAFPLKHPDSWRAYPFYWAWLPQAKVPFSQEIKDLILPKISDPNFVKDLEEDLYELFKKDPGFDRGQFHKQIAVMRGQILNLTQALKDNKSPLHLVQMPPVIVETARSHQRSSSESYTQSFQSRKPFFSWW
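PI4K2A activity was measured by ADP-Glo luminescence: enzyme (4 ug/mL stock) and phosphatidylinositol (1.2 mM stock) in Tris pH 7.5/MgCl2/EGTA/Triton X-100 buffer were reacted with ATP (300 microM stock) for one hour at ambient temperature.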
TRHR agonist – agonists of human TRH receptor | AID 493084 | activation, % at 2 µM | P34981 | TRHR cells, calcium flux fluo-8, FDSS agonist mode | hit rate 0.18% among 360,000; in the data active = activation above about 30%; note: 0% is about no effect
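TRHR-expressing cells loaded with fluo-8 calcium dye; 23 nL library compound pin-transferred, kinetic FDSS fluorescence (Ex 480/Em 530) recorded about 180 s for agonist-induced calcium release, before a 10 nM TRH EC20 addition for potentiator mode.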
An asterisk follows results filed as active; ? = inconclusive; / = no result given; & = joins results of further samples; [ ] = remark or other dose. Unless noted, calls come from the whole dose curve; as a rule, active = well fitted inhibition curve with a large enough effect; inconclusive = small, poorly fitted or top-dose-only effect; inactive = no such curve, though single readings can be large or run the other way.

Results follow in this order: TRHR PAM, D2 antagonist, mIDH1 inhibitor, D2 ag, USP1 inh, TrxR1 inh, TrxR1 substrate, PI4K2A block, TRHR agonist
1. COc1ccc(C(=O)NC(C)c2ccc(-n3ccnc3)cc2)cc1S(=O)(=O)N1CCOCC1 (stereo unspecified)
 : -5, -27, 3%, 0.3, 0%, -22%, -13%, 1, 0.3
2. Cc1cc2ncn(C(=O)c3cc(-c4ccccc4)nc4ccccc34)c2cc1C
 : 4, -4, 0%, -0.5, -21%, 5%, 5%, -2, -0.4
3. O=C(NNc1ccccc1)C(=O)NNS(=O)(=O)c1ccc(CCCl)cc1
 : 0, -1, -3%, 0.9, -14%, 12%, 2%, 4, 0.4
4. COc1ccc(NC(=O)c2nnn(CC(=O)Nc3ccc4c(c3)OCO4)c2N)cc1OC
 : -5, 9, 0%, -0.3, -20%, 12%, 4%, 2, -0.8
5. O=S1(=O)c2ccccc2N=NN1Cc1ccc(Cl)cc1
 : 4, -4, 7%, -0.3, -6%, ?, -2%[57.1 µM], -3, 0.0
6. O=C(O)c1cccc(Nc2ccc([N+](=O)[O-])cn2)c1
 : 5, /, 2%, /, -16%, 2%, -10%, 0, 0.1
7. COc1ccc(/C=N/n2c(=O)[nH]c3c([nH]c4ccc(F)cc43)c2=O)cc1CN1CCCCC1
 : 1, 2, 1%, 11, 9%, 5%[57.1 µM], 5%[57.1 µM], 0, 0.6
8. COc1ccc(/C=C2/S/C(=N/S(=O)(=O)Cc3ccccc3)NC2=O)cc1OC
 : 4, 6, 6%, 3.8, -6%, -1%, -1%, 5, 0.7
9. CCOC(=O)C1=C(COC(=O)COc2ccc(C(=O)CC)cc2)NC(=O)NC1C (stereo unspecified)
 : -1, 7, 4%, -0.4, -10%, 8%, -1%, -4, 0.4
10. COc1cc(C2NC(=O)NC(C)=C2C(=O)OC2CCCC(C)C2)cc(Br)c1O (stereo unspecified)
 : 0, /, -5%, /, -27%, 11%, -2%, -7, 0.9
11. CCCOC(=O)CC1C(=O)NCCN1Cc1ccccc1C (stereo unspecified)
 : /, /, 0%, /, -22%, 6%, 7%, 3, /
12. O=C(NC1CCCc2ccccc21)c1ccc(=O)[nH]c1 (stereo unspecified)
 : -2, -19, -7%, 0.5, 5%, 22%, 4%, 1, 0.6
13. CC1(C)Cc2c(ccc3ccccc23)C2=C(C(=O)N3CCCC3)C(=O)C(=O)N21
 : 2, -5, -6%, 0.6, -18%, 7%[57.1 µM], -2%[57.1 µM], -4, -0.1
14. O=C(NCc1ccc2c(c1)OCO2)C(=O)NCC1OCCN1S(=O)(=O)c1ccccc1 (stereo unspecified)
 : /, /, 5%, /, -22%, 12%, 7%, -9, /
15. O=C(CN1CCN(c2ccccn2)CC1)N1c2ccccc2CCc2ccccc21
 : -1, -1, 4%, -0.8, -6%, 7%, 2%, 5, -0.6
16. COC(=O)N/N=C/c1cc(Cl)cc(Cl)c1OCc1ccccc1F
 : -6, -5, 4%, -1.2, -16%, -6%, -9%, 0, -0.2
17. Cc1ccc(C(C(=O)NC2CCCC2)N(Cc2cccs2)C(=O)c2csnn2)o1 (stereo unspecified)
 : /, /, 1%, /, -1%, -3%[57.1 µM], -2%[57.1 µM], 4, /
18. O=C(OCC#CCSc1nnc(-c2cccc3ccccc23)o1)c1ccc(Cl)cc1
 : -6, /, /, /, /, 59%[activator][57.1 µM], 55%, 3, 1.0
19. C=CCNC(=O)Nc1ccc(OCC)cc1
 : -2, -2, 1%, 0.2, -13%, 5%[57.1 µM], 4%[57.1 µM], 1, -0.2
20. Cc1onc(-c2ccccc2Cl)c1C(=O)Nc1nc2ccc(S(C)(=O)=O)cc2s1
 : 3, -5, 2%, 4.1, -22%, -12%, -11%, -5, 2.3
21. CC(C)CC1(C(=O)NCCc2c[nH]c3ccccc23)C=CCN1C(=O)c1ccccc1 (stereo unspecified)
 : -4, 9, -5%, -0.9, -19%, ?, -6%, -1, -0.5
22. CCOc1ccc(CNC(=O)c2ccc3c(c2)N(CC)CCS3)cc1
 : -3&-2, 61*, -7%, 1.0&-0.6, -21%&-24%, 46%[activator][57.1 µM], 58%[activator][57.1 µM], -6&-3, -0.6&-0.5
23. O=C(NCCc1ccc(OC(F)F)cc1)C1CC(=O)N(c2ccc3c(c2)OCCO3)C1 (stereo unspecified)
 : -3, /, 0%, /, -14%, 12%, 6%, -4, -0.5
24. COc1cc(C2Nc3ccccc3NC3=C2C(=O)CC(C)(C)C3)cc(OC)c1OC(C)=O (stereo unspecified)
 : 5, 2, 18%, -0.3, -12%, 11%, -7%, -2, 0.3
25. Cc1ccc(N(NC(=O)C(O)(c2ccccc2)c2ccccc2)C(=O)CCl)cc1
 : -9, -4, 0%, 0.2, ?, 7.1µM*, 0%, 5, 0.0
26. C#CC(CC)(CC)NC(=O)c1cc(S(=O)(=O)N2CCCCC2)ccc1N1CCOCC1
 : -3, 13, 2%, -0.4, -19%, -3%, -3%, -1, 0.3
27. CC(C)(C)NC(=O)C1N(c2cccnc2)C(=O)C2C(C(=O)Nc3ccccc3F)C3(C)C=CC21O3 (stereo unspecified)
 : 1, 16, -1%, 1.2, -11%, ?, -3%, 4, 0.7
28. O=c1oc2ccccc2cc1-c1cn2cc(Cc3ccc(Cl)cc3)sc2n1
 : 4, /, -5%, -0.1, ?, 35%, 5%, -1, -0.4
29. O=C(O)CC12CC3CC(C1)CC(n1ncc(NCc4ccccc4Cl)c(Cl)c1=O)(C3)C2
 : 2, -6, -10%, -0.7, -13%, -3%, -5%, -2, -0.5
30. CCOC(=O)C1(Cc2cccc(OC)c2)CCN(Cc2cccc3cnccc23)CC1
 : 2, -12, 2%, -0.2, -3%, 18%, 0%, 0, -0.2

Next section; it opens with the three that closed the last part.
Results follow in this order: TRHR PAM, D2 antagonist, mIDH1 inhibitor, D2 ag, USP1 inh, TrxR1 inh, TrxR1 substrate, PI4K2A block, TRHR agonist
28. O=c1oc2ccccc2cc1-c1cn2cc(Cc3ccc(Cl)cc3)sc2n1
 : 4, /, -5%, -0.1, ?, 35%, 5%, -1, -0.4
29. O=C(O)CC12CC3CC(C1)CC(n1ncc(NCc4ccccc4Cl)c(Cl)c1=O)(C3)C2
 : 2, -6, -10%, -0.7, -13%, -3%, -5%, -2, -0.5
30. CCOC(=O)C1(Cc2cccc(OC)c2)CCN(Cc2cccc3cnccc23)CC1
 : 2, -12, 2%, -0.2, -3%, 18%, 0%, 0, -0.2
31. C[C@@H]1CCC[C@@]2(O[C@@H](CCO)C[C@H](O)[C@H]2O)O1
 : /, /, -2%, /, -20%, 25%[57.1 µM], 1%[57.1 µM], 4, /
32. O=[N+]([O-])c1cccc(NC(=S)N2CCOCC2)c1
 : 6, 7, 1%, -0.4, -17%, -3%, 7%, 1, 0.1
33. Oc1ccc(CN2CCCc3ccccc32)c2cccnc12
 : 0, -11, 2%, 0.5, -20%, 1.3µM*, 10%, 5, 0.4
34. Cc1sc2ncnc(SCC(=O)N3CCCC3)c2c1C
 : 8, 8, 5%, -0.9, -16%, -8%, 0%, -8, -0.7
35. CCOc1ccc(NC(=O)Cn2cc(S(=O)(=O)N3CCN(c4ccccc4F)CC3)c3ccccc3c2=O)cc1
 : 3, /, 30%, -0.9, ?, 14%, -1%, 1, 0.8
36. CCOC(=O)C1(Cc2ccc(Cl)cc2)CCN(C(=O)c2ccoc2)CC1
 : 1, -1, 0%, 1.5, -30%, 0%, -4%, 3, 2.6
37. O=C(c1ccc2c(c1)N(Cc1ccccc1)C(=O)c1ccccc1S2=O)N1CCC(Cc2ccccc2)CC1 (stereo unspecified)
 : 1, /, 6%, -0.1, -23%, 39%[activator], 3%, 2, 0.3
38. COc1cccc(NC(=S)NC(=O)c2c(Cl)c(C)nn2C)c1
 : -11, -6, 3%, -2.3, -7%, ?, -2%, 0, -0.4
39. COCCn1c(N2CCN(c3ccc(OC)cc3)CC2)nc2c1c(=O)n(C)c(=O)n2C
 : -9, 18, 0%, 0.5, 6%, 6%, -4%, 4, -0.4
40. O=C(NNC(=O)C1CC=CCC1C(=O)O)c1ccc(Cl)cc1 (stereo unspecified)
 : -10, -25, -2%, -0.1, -9%, 15%[57.1 µM], 9%[57.1 µM], -3, -1.0
41. O=C(O)CC(NC(=O)C12CC3CC(CC(C3)C1)C2)c1cc([N+](=O)[O-])ccc1Cl (stereo unspecified)
 : -11, 72*, -7%, -1.7, 6%, 6%[57.1 µM], 4%[57.1 µM], -19, -2.2
42. CC(=O)NCCOC(=O)Nc1ccncc1
 : 0, 10, 2%, 0.0, -22%, 13%, 9%, 6, 1.8
43. O=S(=O)(NCc1cccs1)c1ccc(Br)s1
 : 0, -3, /, -0.7, /, /, /, /, -0.7
44. C=C(C)C1CC=C(C)/C(=N\NC(=O)CCc2ccccc2)C1 (stereo unspecified)
 : 1, -8, 9%, -0.4, -18%, -7%, -11%, -5, -0.3
45. COc1ccccc1OCCn1c(C(C)Oc2ccccc2)nc2ccccc21 (stereo unspecified)
 : -6, /, -18%, 4.5, -23%, -2%, -13%, 1, 2.7
46. Cc1c(S(=O)(=O)N2CCCC(C)C2)c(=O)n(C)c(=O)n1C (stereo unspecified)
 : -1, 16, 8%, -0.3, -21%, 7%[57.1 µM], 4%[57.1 µM], 0, -0.1
47. CCOc1ccccc1OCCCC(=O)N1CCN(S(=O)(=O)c2cc(F)ccc2F)CC1
 : /, /, -4%, /, -28%, -5%, -5%, 9, /
48. O=[N+]([O-])c1cc(S(=O)(=O)N2CCOCC2)ccc1OCc1ccccc1C(F)(F)F
 : -5, -4, 2%, -0.2, -8%, -6%, -5%, 6, 0.1

Screens from PubChem BioAssay.
